S-ASM inh: inhibitors of human secretory acid sphingomyelinase; placental ASM, HMU-PC fluorogenic substrate, 60 min; Potency, µM (doses to about 57.5 µM), for inactives: at the top dose activity change, negative = inhibition, usual class: inhibitors; 340,000 tested, 0.006% active; AID 504937; P17405; also: potency is read from the fitted curve at half-maximal effect
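Fluorescence read-out (Ex 386 nm, Em 447 nm) after stopping the reaction at pH 10. Enzyme: ASM from human placenta; substrate HMU-PC0, 9 uM final; 60 min, 37 °C. Compound preincubation 10 min, ambient temperature.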
Chronic BCR inh: inhibitors of chronic active B-cell receptor signaling. ABC-DLBCL IkBa-CBG/CBR reporter, luminescence ratio, 4 h. Potency, µM (series often up to 46.1 µM), without a hit: at the top dose ratio change, negative = lower green/red ratio, usual class: inhibitors. 340,000 tested, 0.05% active. AID 493014; active = well fitted inhibition curve with a large enough effect in the signal ratio, with a control signal flat, not every such curve was filed as active; inconclusive = small, poorly fitted or top-dose-only effect, or effect the other way, or a change in a side signal; the % refers to the signal ratio;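 also: potency is read from the fitted curve at half-maximal effect; plate controls were basal doxycycline-induced cells for no effect and cells given 10 µM MG132 for full effect; MG132 reads +100%, hits lower the ratio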
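Doxycycline induced both beetle luciferases in TMD8 lymphoma cells; IKK-driven degradation limits the IkappaBalpha-fused green signal, while red luminescence normalises for cell number and nonspecific effects. Compounds tested up to 46 uM, 4 hrs.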
Menin MLL FP TR: displaces Texas Red mutant MLL peptide from human menin. Potency, µM (titrated, usually from 61.6 µM), inactives show top-dose FP activity change, negative = inhibition, actives largely listed as inhibitors. Menin + Texas Red MLL mutant peptide, fluorescence polarization. AID 1768. O00255. 270,000 tested, 0.23% active; active = well fitted inhibition curve with a large enough effect in the polarisation, with a control signal flat, not every such curve was filed as active; inconclusive = small, poorly fitted or top-dose-only effect, or effect the other way, or a change in a side signal; inactive = no such curve, though single readings can be large or run the other way; the % refers to the polarisation; also: potency is read from the fitted curve at half-maximal effect; % of control where 0% means no effect; many of its hits are not listed in these tables
Target sequence (O00255 whole entry, looked up): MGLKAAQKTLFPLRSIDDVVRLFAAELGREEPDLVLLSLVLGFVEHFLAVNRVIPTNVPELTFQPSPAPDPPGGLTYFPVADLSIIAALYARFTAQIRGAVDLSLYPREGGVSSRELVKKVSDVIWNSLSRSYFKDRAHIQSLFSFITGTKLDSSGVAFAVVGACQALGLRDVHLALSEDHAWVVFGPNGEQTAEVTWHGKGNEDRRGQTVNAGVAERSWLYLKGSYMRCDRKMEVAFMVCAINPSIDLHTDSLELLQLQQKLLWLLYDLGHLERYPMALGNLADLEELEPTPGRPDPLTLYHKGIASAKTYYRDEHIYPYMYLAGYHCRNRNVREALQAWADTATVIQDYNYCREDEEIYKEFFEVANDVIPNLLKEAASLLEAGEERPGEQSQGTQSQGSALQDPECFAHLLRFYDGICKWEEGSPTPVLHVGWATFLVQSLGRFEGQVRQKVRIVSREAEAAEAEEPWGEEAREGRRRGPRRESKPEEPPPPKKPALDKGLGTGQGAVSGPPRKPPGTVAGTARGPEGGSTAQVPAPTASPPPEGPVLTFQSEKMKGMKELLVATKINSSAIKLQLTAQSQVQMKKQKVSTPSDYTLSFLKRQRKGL
Integrin act MD: integrin-mediated muscular dystrophy alleviation activation | alpha7betagal myoblasts, beta-gal FDG fluorescence, 48 h | Potency, µM (highest dose often 38.3 µM), without a hit: at the top dose activation, actives largely listed as activators | 350,000 tested, 0.064% active;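 also: potency is read from the fitted curve at half-maximal effect; 100% = response of the positive control SU9516; nearly all actives have a fitted effect of over 60% in size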
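Alpha7betagal+/- myoblasts (passage 13) were plated 16-24 hr, then exposed to compounds (1:260 dilution of DMSO stock) for 48 hours at 37C. After MPER lysis, β-galactosidase reporter activity was read as FDG fluorescence (ex 480/em 540) after 30 minutes.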
Giardia kill: kills Giardia lamblia; activity change, % at 7.66 µM, hits read low; Giardia lamblia trophozoite viability; 340,000 tested, 0.15% active; AID 540267; in the data active = activity change below about -80%; inconclusive = between about -30% and that limit;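 also: parasites exposed to compound for two days anaerobically before the ATP read; % is scaled to controls: 0 for no effect and ±100 for the full control effect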
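Viability, read as ATP luminescence: trophozoites at 100 cells/well, compound added, 48 hrs anaerobic at 37 deg C, then 15-30 min room-temperature development before reading.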
PTAP TSG101 blk: blocks PTAP/TSG101 interaction to inhibit HIV-1 budding; Q99816; Fluorescence polarization, FITC-PTAP peptide / Tsg101 binding; Potency, µM (titrated, usually from 115 µM), for the others: at the highest dose activity change, negative = inhibition, actives largely listed as inhibitors; 340,000 tested, under 10 active; active = well fitted inhibition curve with a large enough effect in the main read-out, with a control signal flat, not every such curve was filed as active; inconclusive = small, poorly fitted or top-dose-only effect, or effect the other way, or a change in a side signal; inactive = no such curve, though single readings can be large or run the other way; also: potency is read from the fitted curve at half-maximal effect; % of control where 0% means no effect
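Steps: Tsg101 binding domain dispensed (10 uM final), compounds pinned in DMSO, FITC-labeled PTAP-motif peptide added (50 nM final); after 20 min binding at room temperature, polarization measured.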
Coupling enz: coupling enzyme interference in Giardia aldolase counter-screen. AID 2472. 290,000 tested, 0.67% active. activity change, negative = inhibition, % at 58.2 µM, hits read low. coupling enzyme system counterscreen, AmpLite Red fluorescence; in the data active = activity change below about -30%; also: % is scaled to controls: 0 for no effect and ±100 for the full control effect
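Activity here indicates interference with the coupling reaction, not aldolase inhibition. Compounds at 57.5 uM final met coupling enzymes for 10 min at RT; substrate and AmpLite Red detection followed, with a 525/598 nm fluorescence read after 20 min.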
GALK inh: inhibitors of human galactokinase; Purified GALK, Kinase-Glo residual ATP luminescence; Potency, µM (highest dose often 57.5 µM), inactives show at the highest dose activity change, negative = inhibition, hits mostly inhibitors; 270,000 tested, 0.007% active; AID 1868; also: potency is read from the fitted curve at half-maximal effect; % is scaled to controls: 0 for no effect and ±100 for the full control effect
Target sequence (P51570 whole entry, looked up): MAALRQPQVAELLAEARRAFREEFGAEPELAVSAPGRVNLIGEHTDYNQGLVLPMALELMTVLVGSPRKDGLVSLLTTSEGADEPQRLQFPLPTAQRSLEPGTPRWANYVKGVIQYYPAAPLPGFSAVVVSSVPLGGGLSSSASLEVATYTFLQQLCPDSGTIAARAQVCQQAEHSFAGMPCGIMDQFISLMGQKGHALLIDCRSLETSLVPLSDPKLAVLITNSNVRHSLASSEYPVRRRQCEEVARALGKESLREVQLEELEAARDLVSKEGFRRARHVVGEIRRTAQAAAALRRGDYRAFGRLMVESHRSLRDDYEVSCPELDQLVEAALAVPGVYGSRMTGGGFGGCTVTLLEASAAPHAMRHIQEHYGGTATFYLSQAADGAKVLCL
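Quantitative HTS: GALK 5 nM, ATP 35 uM, galactose 100 uM, 1 h room temperature, then luciferase-based ATP detection.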
Tb PFK block: blocks T. brucei phosphofructokinase. O15648. 330,000 tested, 0.17% active. Potency, µM (highest dose often 57.5 µM), for the others: at the top dose activity, negative = inhibition, most hits filed as inhibitors. AID 485367. T. brucei PFK, ADP-Glo luminescence;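 also: potency is read from the fitted curve at half-maximal effect; 0% = uninhibited 1x PFK enzyme wells and -100% = no-enzyme wells; nearly all actives have a fitted effect of over 60% in size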
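Luminescent ADP detection (ADP-Glo, two-step: ATP depletion then ADP-to-ATP conversion for luciferase) reported PFK activity after 45 min room-temperature reaction of 1.25 nM enzyme with 0.5 mM F6P and 0.1 mM ATP at pH 8.0.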
B2AR arrestin: beta2AR (human) beta-arrestin recruitment activity; Potency, µM (doses to about 46.1 µM), for inactives: top-dose activation, usual class: activators; 330,000 tested, 0.02% active; beta-arrestin recruitment to beta2AR, cell-based reporter; P07550; AID 492947;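 also: potency is read from the fitted curve at half-maximal effect; 0% = DMSO controls and full agonism = EC100 isoproterenol or metaproterenol; nearly all actives have a fitted effect of over 65% in size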
PKM2 activator: increases activity of human pyruvate kinase M2. P14618. Potency, µM (titrated, usually from 57.5 µM), for the others: at the highest dose activation, usual class: activators. AID 1631. 260,000 tested, 0.34% active. purified PKM2, Kinase-Glo ATP luminescence, activation; response scale: 0% is enzyme alone, no compound; also: potency is read from the fitted curve at half-maximal effect; % is scaled to controls: 0 for no effect and ±100 for the full control effect; nearly all actives have a fitted effect of over 55% in size
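Purified hPK-M2 (>95% pure) converted ADP (0.1 mM final) to ATP with 0.5 mM PEP in 50 mM imidazole pH7.2, KCl, MgCl2, Tween 20, BSA; 1 h at room temperature. ATP detected by Kinase-Glo luminescence.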
The depositor's hits bear a star; ? = inconclusive; . = not tested or not shown; & = joins results of further samples; [ ] = remark or other dose. Unless noted, calls follow the shape of the dose curve; as a rule, active = well fitted curve in the direction sought with a large enough effect; inconclusive = small, poorly fitted or top-dose-only effect, or another doubt; inactive = no such curve, though single readings can be large; an effect the other way counts as inactive or inconclusive.

SMILES	S-ASM inh	Chronic BCR inh	Menin MLL FP TR	Integrin act MD	Giardia kill	PTAP TSG101 blk	Coupling enz	GALK inh	Tb PFK block	B2AR arrestin	PKM2 activator
O=C(CSCc1ccc(Cl)cc1)NN=C1CCCC1	5%	0%	-6%	5%	10	-4%	1	1%	-16%	-0.6%	6%
O=C(NCC(c1ccco1)N1CCCCC1)c1ccc(S(=O)(=O)Nc2ccccc2)cc1 (stereo not given)	4%	0%	.	-19%	14	2%	.	.	0%	-0.5%	.
CCOC(=O)C1=C(C)N(CC)C(=S)NC1c1ccccc1OC(F)F (stereo not given)	0%	?	-21%	20%	2	-1%	2	0%	-3%	0.1%	1%
COc1ccc(N(CC(=O)N/N=C/c2cccnc2)S(=O)(=O)c2ccccc2)c(OC)c1	.	0%	2%	3%	-6	-5%	1	-4%	1%	-0.9%	0%
c1coc(CN2CNc3nc4ccccc4n3C2)c1	-5%	2%	.	?	-13	0%	3	0%	0%	-0.9%	0%
CSc1nc2ccc3nc(NC(=O)c4ccc(Cl)s4)sc3c2s1	11%	-19%	-9%	23%	-12	1%	-2	-2%	3%	-0.4%	-2%
Cc1ccc(NC(=O)C2COc3ccccc3O2)cc1S(=O)(=O)N1CCCCC1 (stereo not given)	-4%	12%	.	3%	44[activator]	-2%	.	.	0%	0.1%	.
CCOC(=O)C1CCCN(CC(=O)c2ccc(F)cc2)C1 (stereo not given)	4%	0%	?	-18%	-4	-4%	1	-3%	-8%	0.6%	.
CCCOC(=O)c1ccc(NC(=O)C2C3CCC(C3)C2C(=O)O)cc1 (stereo not given)	-1%	?	-17%	-7%	-10	0%	10	1%	-5%	-1.0%	8%
Cc1cc(C(=O)NC2CCCC2)c2ccccc2n1	0%	0%	.	14%	4	-2%	-5	-2%	-1%	-0.6%	.
O=C(c1cnn2cccnc12)N1CCN(Cc2ccc3c(c2)OCO3)CC1	0%	1%	8%	44%	3	-3%	1	0%	0%	0.2%	1%
NC(=O)CC(NC(=O)Cc1cccc2ccccc12)c1ccc(NC2CCN(Cc3ccccc3)CC2)c([N+](=O)[O-])c1 (stereo not given)	-3%	2%	7%	-6%	5	5%	-1	.	-9%	-0.1%	0%
COc1ccc(-c2nsc(SCC(=O)NCc3ccc4c(c3)OCO4)n2)cc1	2%	?	5%	12%	15	1%	6	0%	-2%	-0.4%	-8%
Cc1noc(C)c1COC(=O)c1cc(F)c(F)cc1Cl	0%	-16%	3%	-18%	-22	-3%	6	6%	2%	0.1%	-4%
Cc1ccc(CC(SCc2ccccc2)C(=O)O)cc1C (stereo not given)	5%	3%	.	-7%	-2	-2%	2	-2%	-10%	-0.8%	.
CSc1ccc(CN(C)Cc2nc3ccccc3c(=O)[nH]2)cc1	-2%	-6%	.	-23%	19	-1%	0	1%	1%	-0.6%	-11%
C=CCn1c(SCc2nc3sc(C(=O)O)c(C)c3c(=O)[nH]2)nnc1-c1ccc(F)cc1	6%	5%	-7%	-17%	-12	-4%	6	1%	-2%	-0.3%	3%
Cc1ccccc1COc1ccc(-c2nnn(CC(=O)O)n2)cc1	8%	-2%	24%	0%	-26	-4%	12	3%	1%	-0.1%	-3%
CCN(CC)CCCn1c2c(c(SCC(=O)N3CCc4ccccc43)nc1=O)CCC2	0%	-13%	.	-37%	5	-2%	.	.	-6%	2.9%	.
CC(C(=O)c1ccc(Br)cc1)[n+]1cccc(NC(=O)c2ccccc2)c1 (stereo not given)	0%	-1%	-2%	5%	-6	0%	1	-1%	-1%	0.1%	-1%
COCCN(C(=O)COC(=O)CCc1ccc(OC)cc1)c1c(N)n(Cc2ccccc2)c(=O)[nH]c1=O	2%	0%	.	-11%	2	1%	.	.	-2%	0.3%	.
CN(C)c1nc2ccccc2n(C)c1=O	5%	7%	2%	?	-7	-7%	0	0%	6%	-0.1%	19%
Cc1ccc(C)c(NC(=O)c2cc(-c3cc(C)cc(C)c3O)n[nH]2)c1	3%	?	?	-14%	14	-1%	3	1%	-8%	0.5%	.
O=C(COc1ccc(C(=S)N2CCC(Cc3ccccc3)CC2)cc1)N1CCOCC1	-2%	0%	1%	1%	3	-1%	-3	-2%	-2%	0.5%	2%
C/C(=N\O)C(=O)C(CN1CCCCC1)CN1CCCCC1	3%	4%	9%	-29%	-13	-3%	-1	0%	19%	-0.8%	-12%
NC(=Nc1ccccc1)Nc1ccccc1	5%	?	5%&-3%	-28%	-23	-3%	0	-2%	5%	0.5%	.
Cc1ccc(-c2nnn(CC(=O)N3CCCCC3)n2)c(-n2cnnn2)c1	2%	7%	5%	-12%	-10	-3%	-1	0%	5%	-0.2%	0%
COc1cccc(CNCC(O)COc2ccc(C(=O)c3ccccc3)cc2)c1 (stereo not given)	-4%	?	.	-25%	4	-4%	-2	0%	-3%	0.0%	.
COc1ccc(-n2nc(C(=O)Nc3ccc4c(c3)OCO4)c3ccccc3c2=O)c(OC)c1	-5%	5%	23%	20%	17	-1%	7	0%	-3%	-0.3%	2%
CC(C(=O)Nc1cccc(S(=O)(=O)N2CCOCC2)c1)N1CCN(c2ccc(F)cc2)CC1 (stereo not given)	1%	-7%	-10%	10%	7	-5%	3	4%	-1%	0.0%	-4%
CCOc1cccc2sc(N(CCN(CC)CC)C(=O)c3cccc([N+](=O)[O-])c3)nc12	-3%	8%	2%	-6%	10	-6%	1	9%	4%	-1.0%	8%
CN(C)C(=O)CCc1ccc2c3c([nH]c2c1)[C@]1(CCC2CCCC2)[C@@H](C(=O)N2CCOCC2)C[C@H](CC(=O)NCCN2CCOCC2)C(=O)N1CC3	2%	0%	.	-2%	?	-3%	.	.	0%	-0.4%	.
CCCc1cc(=O)[nH]c(SCC(=O)Nc2oc(C)c3c(C)n[nH]c(=O)c23)n1	7%	2%	.	-10%	-8	-1%	.	.	0%	-0.5%	.
COc1ccc(NC(=O)Nc2cccc3c2O[C@H](CN(C)C(=O)Nc2ccc4c(c2)OCO4)[C@@H](C)CN([C@H](C)CO)C3=O)cc1	-4%	?	.	-15%	-24	0%	.	.	6%	0.0%	.
COc1cc(/C=N/NC(=O)c2c(C)nnn2-c2nonc2N)ccc1O	-1%	0%	-9%	1%	5	-6%	5	4%	11%	-0.1%	-15%
Cc1ccc(C(=O)N/N=C2\CCc3ccccc32)c(C)c1	5%	-6%	1%	23%	?	0%	3	-2%	-5%	-0.6%	-19%
O=C(O)c1ccc2c(c1)C(=O)N(c1ncccn1)C2=O	10%	2%	3%	18%	-11	5%	2	.	0%	-2.1%	-1%
COc1ccc(-c2c(C)nn(-c3ccccc3)c2NC(C)=O)cc1OC	0%	-1%	0%	-9%	-14	-7%	2	2%	1%	-0.2%	1%
Cc1sc2nc3n(c(=O)c2c1C)NC(=O)CC3	2%	-17%	16%	-24%	-1	-2%	0	-3%	-2%	-0.5%	0%
COc1ccc(Cl)cc1NC(=O)CSc1nnc(Cc2ccc(C)cc2)c(=O)[nH]1	-6%	13%	.	26%	5	-1%	.	.	6%	-0.3%	.
Cc1ccc(C)c(N2CCN(C(=O)c3cc(S(=O)(=O)N4CCOCC4)ccc3F)CC2)c1	-1%	0%	-3%	2%	-9	-2%	-1	1%	0%	0.9%	-6%
Cc1cc(C)c(NC(=O)NC(=O)c2ccc(F)cc2)c(C)n1	-3%	-1%	-16%	-6%	-7	0%	2	3%	-3%	-0.4%	-6%
O=C(O)CCCNc1cc(N2CCC3(CC2)OCCO3)c2noc3c2c1C(=O)c1ccccc1-3	.	?	?	.	.	.	-39*	0%	-7%	-0.1%	1%
O=C(Oc1ccccc1N1C(=O)CCC1=O)c1ccco1	1%	-12%	-14%	10%	3	0%	-4	-1%	3%	-1.6%	4%
Nc1nc2n(n1)C(c1ccc(F)cc1)CC(c1ccc(F)cc1)N2 (stereo not given)	5%	2%	-6%	31%	-1	-1%	5	3%	4%	-0.8%	-5%
Cc1nc2cc(NC(=O)N3CCCCC3)ccc2n1C	0%	?	13%	-23%	3	0%	0	0%	0%	-0.3%	7%
O=C(c1sccc1Br)N1CCN(Cc2ccc3c(c2)OCO3)CC1	4%	?	.	7%	-12	1%	3	-2%	-4%	-0.1%	4%

From PubChem

A portion of the library; count on the stated rates, not on these rows.
